aSyn UTR inh – MLPCN primary screen, SNCA 5' untranslated region. alpha-synuclein 5'UTR reporter, inhibitor activity. inhibition, % (tested at 7.5 µM). 300,000 compounds, 0.82% hits. AID 1813; in the data active means inhibition above about 60%;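 further: H4 neuroglioblastoma cells stably carrying SNCA 5'UTR luciferase fusion; 0% = DMSO wells and 100% = positive control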
SKKanGAS inh – inhibitors of SKKanGAS S. pyogenes growth in kanamycin (SK-promoter or general growth effect); 300,000 compounds, 1.3% hits; BacTiter-Glo, 6 h; inhibition, % at 7.5 µM; AID 1662;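 active means mean replicate score, as percent of positive control median, at least 50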;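 further: strain carries kanamycin resistance gene driven by streptokinase promoter and grows in 40 µg/ml kanamycin; loss of luminescence reflects streptokinase promoter inhibition or plain growth inhibition; 0% = median of DMSO wells and 100% = positive control at its reference dose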
TRPC4 PAM – TRPC4 (mouse) allosteric potentiation. AID 2227. B-score at 10 µM. 310,000 compounds, 0.42% hits. Q9QUQ5. HEK293 TRPC4beta/mu-opioid, DAMGO EC20, Fluo-4 Ca2+ flux; active compounds read high;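 active means B-score of calcium response area above 5 SD of library B-scores, with initial fluorescence ratio within 5 SD of library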;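 further: B-score of integrated fluorescence ratio over time as area under calcium response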
IEC-6 tox – counter-screen for KLF5 inhibitors: cytotoxicity in IEC-6 cells | IEC-6 cytotoxicity, luminescence viability | inhibition, % at 5 µM | 290,000 compounds, 0.78% hits; in the data active means inhibition above about 22%;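 further: 0% = plate median of test compound wells and 100% = cytotoxic reference compound wells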
KLF5 inh – inhibitors of KLF5 expression; inhibition, % at 5 µM; DLD-1 KLF5 promoter-luciferase reporter, luminescence; 290,000 compounds, 0.23% hits;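 active means inhibition above a per-plate limit of that plate's mean compound inhibition plus 3 SD, cut at about 60% in these data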;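 further: 0% = DMSO wells and 100% = LY294002 at 200 µM; higher means less KLF5 promoter-driven luciferase light; inactives centre near -14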
TRPC6 inhibitor – inhibitors of mouse TRPC6 channel; Q61143; HEK293-TRPC6, membrane potential dye, ACh-evoked depolarization; active compounds read low; B-score at 10 µM; 310,000 compounds, 1.1% hits;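 active means B-score under library mean minus 3 SD, initial fluorescence not abnormally high, positive integrated signal ratio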;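 further: B-score derived from integrated fluorescence ratio over the kinetic read; more negative B-score means stronger inhibition of depolarization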
TRPC4 block – blocks the mouse TRPC4 cation channel; Q9QUQ5; HEK293 TRPC4beta/mu-opioid, DAMGO-evoked Fluo4 calcium flux; active compounds read low; B-score at 10 µM; 300,000 compounds, 0.39% hits; AID 2247;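 active means B-score over 3 SD under the library average, no early fluorescence shift, positive overall ratio signal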
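material = TRPC4beta/mu-opioid receptor HEK293 cell line | probe or stimulus = sequential submaximal and maximal DAMGO stimulation | compound dosing = one concentration per compound | measured by = Fluo4 Ca2+ flux fluorescence | evaluation = integrated fluorescence ratio relative to baseline, converted to per-well B score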
TRPC4 agonist – TRPC4 (mouse) channel activation; B-score at 10 µM; HEK293 TRPC4beta/mu-opioid, Fluo4 calcium fluorescence; active compounds read high; 310,000 compounds, 0.49% hits; Q9QUQ5;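 active means B-score above 5 SD of library B-scores, and initial fluorescence ratio not above library mean plus 5 SD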;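 further: positive B-score marks a calcium rise read as TRPC4 activation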
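Assay system: HEK293 cells stably co-expressing mouse TRPC4beta and mu-opioid receptor / Timing: Fluo4 dye loading 45 min at room temperature, 110 s recording / Signal: Fluo4 calcium-sensitive dye fluorescence, kinetic, 1 Hz baseline / Read-out: integrated baseline-normalised fluorescence ratio, converted to per-well B score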
HIF activator – HIF pathway transcriptional activation. U2OS HRE-luciferase reporter, luminescence; normalized: DMSO 0%, desferrioxamine 100%. activation, % at 7.5 µM (by protocol). 300,000 compounds, 0.32% hits;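 active means mean activation of at least 10% of the iron chelator positive control signal, with at least half of replicates also reaching 10%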
MrgX1 antag – antagonists of human MrgX1 receptor; 310,000 compounds, 1.3% hits; Q96LB2; MRGX1-HEK293 calcium flux, Fluo-4, BAM8-22 antagonism; active compounds read low; B-score at 10 µM;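 active means calcium-response B-score plate-corrected more than 3 library SD below zero, starting fluorescence within 5 deviations, no agonist response on first addition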;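 further: peak minus trough fluorescence over baseline after final BAM8-22 challenge near maximal dose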
Target sequence (Q96LB2 whole entry, looked up): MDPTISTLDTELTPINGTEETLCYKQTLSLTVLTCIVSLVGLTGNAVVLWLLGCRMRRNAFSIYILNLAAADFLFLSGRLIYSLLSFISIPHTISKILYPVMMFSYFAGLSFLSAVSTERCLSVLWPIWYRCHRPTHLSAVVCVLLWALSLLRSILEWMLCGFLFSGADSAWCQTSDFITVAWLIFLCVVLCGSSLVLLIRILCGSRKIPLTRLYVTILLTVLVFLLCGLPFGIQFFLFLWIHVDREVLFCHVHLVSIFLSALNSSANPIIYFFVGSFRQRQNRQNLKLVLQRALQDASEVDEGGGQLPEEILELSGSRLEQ
TRPC6 activator – activators of mouse TRPC6 channel; Q61143; HEK293-TRPC6 membrane potential dye fluorescence; active compounds read high; 310,000 compounds, 0.13% hits; B-score at 10 µM; AID 2550;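 active means B-score of the integrated fluorescence ratio above library mean plus 3 SD, and starting fluorescence ratio within library mean plus 5 SD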;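 further: higher score means more depolarization so channel activation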
* = called active by the depositor.

Screening COc1ccccc1NC(=O)C1CCC(CNc2c(N3CCCCC3)c(=O)c2=O)CC1 (stereo not drawn) returned aSyn UTR inh -3.4, SKKanGAS inh 0.8, TRPC4 PAM inactive, IEC-6 tox 2.8, KLF5 inh -20.7, TRPC6 inhibitor inactive, TRPC4 block inactive, TRPC4 agonist inactive, HIF activator -0.3, MrgX1 antag inactive and TRPC6 activator inactive.
CCOC(=O)c1c(NC(=O)c2ccc(Cl)cc2)csc1C was read as aSyn UTR inh 16.9, SKKanGAS inh -5.3, TRPC4 PAM inactive, IEC-6 tox 2.8, KLF5 inh -18.1, TRPC6 inhibitor inactive, TRPC4 block inactive, TRPC4 agonist inactive, HIF activator -0.5, MrgX1 antag inactive and TRPC6 activator inactive.
`C=C(C)COc1ccc(-c2nc(N)nc(C(F)(F)F)c2-c2ccc(OC)cc2)c(O)c1` gave aSyn UTR inh 8.4, SKKanGAS inh 33.6, TRPC4 PAM inactive, IEC-6 tox 7.5, KLF5 inh -11.6, TRPC6 inhibitor inactive, TRPC4 block inactive, TRPC4 agonist inactive, HIF activator 0.1, MrgX1 antag inactive and TRPC6 activator inactive.
Screening CCCc1cc(=O)[nH]c(SCc2cc(=O)oc3cc(C)c(C(C)C)cc23)n1 returned aSyn UTR inh 25.8, SKKanGAS inh 25.0, TRPC4 PAM inactive, IEC-6 tox 1.5, KLF5 inh -1.7, TRPC6 inhibitor inactive, TRPC4 block inactive, TRPC4 agonist inactive, HIF activator 0.0, MrgX1 antag inactive and TRPC6 activator inactive.
For Cc1ccc(S(=O)Cc2ccc(C(=O)N3CCN(C(=O)c4ccco4)CC3)o2)cc1 (stereo not drawn) the results were aSyn UTR inh 8.2, SKKanGAS inh 1.9, TRPC4 PAM inactive, IEC-6 tox 4.6, KLF5 inh 2.7, TRPC6 inhibitor inactive, TRPC4 block inactive, TRPC4 agonist inactive, HIF activator 0.1, MrgX1 antag inactive and TRPC6 activator inactive.
Screening Cc1ccc(COc2ccc(/C=N/NC(=O)CN3CCCCC3)cc2)cc1 returned aSyn UTR inh 15.8, SKKanGAS inh 4.7, TRPC4 PAM inactive, IEC-6 tox -8.5, KLF5 inh -62.9, TRPC6 inhibitor inactive, TRPC4 block inactive, TRPC4 agonist inactive, HIF activator -2.6, MrgX1 antag inactive and TRPC6 activator inactive.
For Cc1ccc(S(=O)(=O)N(C)c2ccc(OCC(=O)N3CCCC(C(F)(F)F)C3)cc2)cc1 (stereo not drawn) the results were aSyn UTR inh -9.7, SKKanGAS inh 21.7, TRPC4 PAM inactive, TRPC6 inhibitor inactive, TRPC4 block inactive, TRPC4 agonist inactive, HIF activator 0.7, MrgX1 antag inactive and TRPC6 activator inactive.
For CCc1noc(C)c1C(=O)Nc1sc(C(=O)N(C)C)c(C)c1C#N the results were aSyn UTR inh 0.1, SKKanGAS inh 1.6, TRPC4 PAM inactive, IEC-6 tox 8.2, KLF5 inh -32.5, TRPC6 inhibitor inactive, TRPC4 block inactive, TRPC4 agonist inactive, HIF activator -0.5, MrgX1 antag inactive and TRPC6 activator inactive.
`Cc1nnc(NC(=O)CSc2nnnn2Cc2ccccc2)s1` gave aSyn UTR inh -24.3, SKKanGAS inh 5.1, TRPC4 PAM inactive, IEC-6 tox -0.4, KLF5 inh -28.6, TRPC6 inhibitor inactive, TRPC4 block inactive, TRPC4 agonist inactive, HIF activator -0.5, MrgX1 antag inactive and TRPC6 activator inactive.
COc1ccc(N2C(=O)CN=C2Nc2cccc(C)c2C)cc1OC was read as aSyn UTR inh 7.6, SKKanGAS inh 2.7, TRPC4 PAM inactive, IEC-6 tox 2.7, KLF5 inh 23.1, TRPC6 inhibitor inactive, TRPC4 block inactive, TRPC4 agonist inactive, HIF activator -2.3, MrgX1 antag inactive and TRPC6 activator inactive.
Screening CCOc1ccc(CCNC(=O)C2CCCN(S(C)(=O)=O)C2)cc1OCC (stereo not drawn) returned aSyn UTR inh -10.8, SKKanGAS inh -2.1, TRPC4 PAM inactive, IEC-6 tox -5.4, KLF5 inh -11.6, TRPC6 inhibitor inactive, TRPC4 block inactive, TRPC4 agonist inactive, HIF activator 1.8, MrgX1 antag inactive and TRPC6 activator inactive.
Screening Oc1ccccc1/C=N/n1c(-c2cccs2)n[nH]c1=S returned aSyn UTR inh -8.0, SKKanGAS inh -1.0, TRPC4 PAM inactive, IEC-6 tox -2.2, KLF5 inh -44.9, TRPC6 inhibitor inactive, TRPC4 block inactive, TRPC4 agonist inactive, HIF activator -0.3, MrgX1 antag inactive and TRPC6 activator inactive.
Screening C/C=C/Cn1c(SCc2ccc(C)cc2)nc2c1c(=O)[nH]c(=O)n2C returned aSyn UTR inh 49.1, SKKanGAS inh 21.2, TRPC4 PAM inactive, IEC-6 tox -6.2, KLF5 inh -27.5, TRPC6 inhibitor inactive, TRPC4 block inactive, TRPC4 agonist inactive, HIF activator 0.1, MrgX1 antag inactive and TRPC6 activator inactive.
COc1ccc2c(c1)C1NC(=S)NC(C)(O2)C1C(=O)Nc1ccc(Cl)cc1 (stereo not drawn) was read as aSyn UTR inh -1.3, SKKanGAS inh 0.2, TRPC4 PAM inactive, IEC-6 tox -4.0, KLF5 inh 13.6, TRPC6 inhibitor inactive, TRPC4 block inactive, TRPC4 agonist inactive, HIF activator 0.0, MrgX1 antag inactive and TRPC6 activator inactive.
Screening Cc1cc(NC(=O)CSc2nc(-c3ccccc3)c(C#N)c(=O)[nH]2)no1 returned aSyn UTR inh -4.3, SKKanGAS inh 3.8, TRPC4 PAM inactive, IEC-6 tox -5.7, KLF5 inh -37.7, TRPC6 inhibitor inactive, TRPC4 block inactive, TRPC4 agonist inactive, HIF activator 0.3, MrgX1 antag inactive and TRPC6 activator inactive.
Screening O=C(CNC(=O)c1ccccc1)OC(C(=O)c1ccccc1)c1ccccc1 (stereo not drawn) returned aSyn UTR inh -15.7, SKKanGAS inh 1.5, TRPC4 PAM inactive, IEC-6 tox 13.1, KLF5 inh -21.7, TRPC6 inhibitor inactive, TRPC4 block inactive, TRPC4 agonist inactive, HIF activator -0.5, MrgX1 antag inactive and TRPC6 activator inactive.
`COc1cc(/C=N/NC(=O)CCc2c(C)n[nH]c2C)cc(OC)c1OC` gave aSyn UTR inh 6.6, SKKanGAS inh 7.0, TRPC4 PAM inactive, IEC-6 tox 11.3, KLF5 inh -12.3, TRPC6 inhibitor inactive, TRPC4 block inactive, TRPC4 agonist inactive, HIF activator 0.2, MrgX1 antag inactive and TRPC6 activator inactive.
Screening O=C(Nc1ccc(Cl)c(C(F)(F)F)c1)c1ccncc1 returned aSyn UTR inh 0.7, SKKanGAS inh 4.7, TRPC4 PAM inactive, IEC-6 tox 1.9, KLF5 inh -10.9, TRPC6 inhibitor inactive, TRPC4 block inactive, TRPC4 agonist inactive, HIF activator 0.3, MrgX1 antag inactive and TRPC6 activator inactive.
For O=S(=O)(Nc1ccncc1Cl)c1cccc(Cl)c1Cl the results were aSyn UTR inh 2.5, SKKanGAS inh -19.7, TRPC4 PAM inactive, IEC-6 tox -5.9, KLF5 inh -22.9, TRPC6 inhibitor inactive, TRPC4 block inactive, TRPC4 agonist inactive, HIF activator -0.3, MrgX1 antag inactive and TRPC6 activator inactive.
`O=C(N/N=C/C1CC2CCC1C2)c1ccc2c(c1)OCO2` (stereo not drawn) gave aSyn UTR inh -29.6, SKKanGAS inh 3.3, TRPC4 PAM inactive, IEC-6 tox -0.9, KLF5 inh -54.5, TRPC6 inhibitor inactive, TRPC4 block inactive, TRPC4 agonist inactive, HIF activator 1.7, MrgX1 antag inactive and TRPC6 activator inactive.
`CC(NC(=O)CN1CCc2ccccc21)c1ccccc1` (stereo not drawn) gave aSyn UTR inh -18.4, SKKanGAS inh 13.3, TRPC4 PAM inactive, IEC-6 tox 4.9, KLF5 inh 4.3, TRPC6 inhibitor inactive, TRPC4 block inactive, TRPC4 agonist inactive, HIF activator -0.3, MrgX1 antag inactive and TRPC6 activator inactive.
For CCN(CC)c1ccc(/C=N/N2CCN(Cc3ccc(Cl)cc3)CC2)c(O)c1 the results were aSyn UTR inh 14.1, SKKanGAS inh 8.2, TRPC4 PAM inactive, IEC-6 tox -1.2, KLF5 inh -6.7, TRPC6 inhibitor inactive, TRPC4 block inactive, TRPC4 agonist inactive, HIF activator 0.0, MrgX1 antag inactive and TRPC6 activator inactive.
`C(=N\c1c(-c2ccccc2)nc2n1CCS2)/c1ccccc1` gave aSyn UTR inh -5.9, SKKanGAS inh 2.7, TRPC4 PAM inactive, IEC-6 tox -1.6, KLF5 inh -27.5, TRPC6 inhibitor inactive, TRPC4 block inactive, TRPC4 agonist inactive, HIF activator 0.1, MrgX1 antag inactive and TRPC6 activator inactive.
`COc1cccc2[nH]c(C(=O)NN)c(N)c12` gave aSyn UTR inh 9.9, SKKanGAS inh 8.5, TRPC4 PAM inactive, IEC-6 tox 5.4, KLF5 inh -2.8, TRPC6 inhibitor inactive, TRPC4 block inactive, TRPC4 agonist inactive, HIF activator 0.0, MrgX1 antag inactive and TRPC6 activator inactive.
Cc1c(Cl)cccc1NC(=S)NCc1ccc(F)cc1 was read as aSyn UTR inh 16.4, SKKanGAS inh 12.5, TRPC4 PAM inactive, IEC-6 tox 3.3, KLF5 inh -14.0, TRPC6 inhibitor inactive, TRPC4 block inactive, TRPC4 agonist inactive, HIF activator 0.8, MrgX1 antag inactive and TRPC6 activator inactive.
CC1=NNC(=O)C1CC(=O)N/N=C/c1ccncc1 (stereo not drawn) was read as aSyn UTR inh 10.7, SKKanGAS inh -1.3, TRPC4 PAM inactive, IEC-6 tox 3.2, KLF5 inh -14.1, TRPC6 inhibitor inactive, TRPC4 block inactive, TRPC4 agonist inactive, HIF activator -0.2, MrgX1 antag inactive and TRPC6 activator inactive.
For Cc1ccccc1-c1noc(C2CCCCC2)n1 the results were aSyn UTR inh -71.0, SKKanGAS inh 21.1, TRPC4 PAM inactive, IEC-6 tox -3.0, KLF5 inh -44.0, TRPC6 inhibitor inactive, TRPC4 block inactive, TRPC4 agonist inactive, HIF activator 2.5, MrgX1 antag inactive and TRPC6 activator inactive.
For COc1ccc(NS(=O)(=O)c2ccc(NS(=O)(=O)c3cccc(C(=O)O)c3)cc2)cc1 the results were aSyn UTR inh 11.7, SKKanGAS inh -0.7, TRPC4 PAM inactive, IEC-6 tox -6.0, KLF5 inh -23.1, TRPC6 inhibitor inactive, TRPC4 block inactive, TRPC4 agonist inactive, HIF activator -0.6, MrgX1 antag inactive and TRPC6 activator inactive.
For COc1ccc(C)cc1NC(=O)CCCN1C(=O)C2CC=CCC2C1=O (stereo not drawn) the results were aSyn UTR inh 5.3, SKKanGAS inh 43.9, TRPC4 PAM inactive, IEC-6 tox 0.6, KLF5 inh -20.2, TRPC6 inhibitor inactive, TRPC4 block inactive, TRPC4 agonist inactive, HIF activator 0.3, MrgX1 antag inactive and TRPC6 activator inactive.

Rows were taken by chance. About 5.8% of those tested had a hit in this group.
